NR5A2 inv ag – LRH-1 (NR5A2) inverse agonists, primary screen, cell-based, luminescence, HEK293T, StAR-luciferase reporter. LRH-1 transfected, 24 h. inhibition, % at 3.6 µM. 360,000 tested, 0.13% active. AID 602396, 2012. Nuclear receptor subfamily 5 group A member 2 (Homo sapiens), O00482;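 active means inhibition above the mean inhibition of all tested compounds plus 3 SD, cut at about 73% in these data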;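 further: 0% = DMSO wells and 100% = reporter-only cells lacking LRH-1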
Target sequence (O00482 whole entry, looked up): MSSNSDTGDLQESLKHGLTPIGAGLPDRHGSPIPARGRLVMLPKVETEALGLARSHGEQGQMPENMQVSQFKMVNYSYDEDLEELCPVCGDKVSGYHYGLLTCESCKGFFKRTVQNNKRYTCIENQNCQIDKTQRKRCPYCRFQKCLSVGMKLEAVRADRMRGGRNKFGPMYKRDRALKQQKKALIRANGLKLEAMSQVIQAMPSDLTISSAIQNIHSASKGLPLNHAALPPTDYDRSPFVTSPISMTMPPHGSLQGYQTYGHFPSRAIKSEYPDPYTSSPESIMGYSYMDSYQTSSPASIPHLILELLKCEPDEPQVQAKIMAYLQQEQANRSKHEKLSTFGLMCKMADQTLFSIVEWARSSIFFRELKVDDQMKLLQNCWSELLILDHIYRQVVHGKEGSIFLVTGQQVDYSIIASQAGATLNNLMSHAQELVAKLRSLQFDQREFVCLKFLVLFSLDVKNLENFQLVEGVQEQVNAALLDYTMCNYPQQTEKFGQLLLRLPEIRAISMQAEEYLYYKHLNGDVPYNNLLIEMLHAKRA
TWEAK Fn14 block – inhibitors of TWEAK-Fn14 signaling, primary screen, luciferase reporter cells, uHTS | inhibition, % at 10 µM | 360,000 tested, 2% active | AID 1159606, 2016 | TWEAK-stimulated Fn14 reporter cells, luciferase luminescence, 8 h; in the data active means inhibition above about 50%
TROY signal inh – inhibitors of TROY-driven NF-kB signaling, primary screen, Q293 LMP1-TROYcd cells, NF-kB luciferase, uHTS | 360,000 tested, 0.98% active | Q293 LMP1-TROYcd NF-kB luciferase reporter, 4 h | inhibition, % at 10 µM;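 active means compounds whose plate-normalised and pattern-corrected inhibition of the luciferase reporter signal at the single screening dose is 50% or more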
EBV LMP1 NFkB – EBV LMP1-driven NF-kappaB luciferase reporter inhibitors, primary screen, cell-based, luminescence, single point | AID 504558, 2011 | inhibition, % at 12.5 µM | LMP1-induced NF-kappaB luciferase reporter cells | 350,000 tested, 0.69% active; in the data active means inhibition above about 41%;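 further: 0% = neutral control wells and 100% = reference inhibitor control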
NCOA2 inhibitor – inhibition of GAL4-SRC2 driven luciferase reporter, primary screen, SRC2 inhibitor project, cell-based, luminescence; HEK293 GAL4-SRC2 luciferase reporter; inhibition, % at 9 µM; 370,000 tested, 0.17% active; AID 651957, 2012;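 active means inhibition above the mean inhibition of all tested compounds plus 3 SD, set per campaign, cut at about 52% in these data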;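 further: 0% = DMSO treated cells and 100% = cells given Gossypol at 36 µM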
TLR9-MyD88 block – inhibitors of TLR9-MyD88 association in cells, primary screen, cell-based, CHO, BLA complementation, fluorescence. Toll-like receptor 9 (Homo sapiens) + Myeloid differentiation primary response protein …. AID 504734, 2011. inhibition, % at 4.98 µM. CCF4 FRET ratio. 340,000 tested, 0.21% active;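 active means inhibition above the mean over all tested compounds plus 3 SD, cut at about 21% in these data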;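 further: 0% = DMSO only wells and 100% = clavulanate BLA inhibitor control wells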
SRC3 inh – SRC3 coactivator transcriptional activity inhibitors, primary screen, cell-based, luminescence; Nuclear receptor coactivator 3 (Homo sapiens), Q9Y6Q9; HEK293 GAL4-SRC3 luciferase reporter; inhibition, % at 3.6 µM; 360,000 tested, 0.17% active; AID 588352, 2011;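 active means inhibition above a per-campaign cutoff, the mean of all compounds plus 3 SD, cut at about 60% in these data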;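 further: 0% = DMSO-treated cells and 100% = gossypol-treated cells at 36 µM; higher means less SRC3-driven luciferase light from the GAL4 reporter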
NOD2 RIPK2 PPI – NOD2-RIPK2 binding disruptors in cells, primary screen, fluorescence, CHO cells, BLA complementation; Receptor-interacting serine/threonine-protein kinase 2 (Homo sapiens), O43353; CCF4 ratio; inhibition, % at 4.98 µM; 360,000 tested, 0.38% active; in the data active means inhibition above about 21%;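 further: 0% = vehicle only and 100% = reference blocker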
NCOA1 inh – SRC1 coactivator transcriptional activity inhibitors, primary screen, cell-based, luminescence; Nuclear receptor coactivator 1 (Homo sapiens), Q15788; 360,000 tested, 0.12% active; inhibition, % at 3.6 µM; HEK293 GAL4-SRC1 luciferase reporter;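 active means inhibition above the campaign mean plus 3 SD, with each screening campaign given its own cutoff, cut at about 60% in these data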;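 further: 0% = DMSO treated cells and 100% = gossypol at 36 µM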
TRAIL sens C8 – viability loss with TRAIL in NB7+C8 cells, primary screen, TRAIL sensitizer project, cell-based, ATPlite luminescence. inhibition (viability loss, TRAIL sensitization), % at 10 µM. 360,000 tested, 1% active;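 active means compounds causing at least 50% loss of cell viability in the single-dose screen, relative to plate controls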
COUP-TFII inh – NR2F2 transcriptional activity inhibitors, primary screen, cell-based, luciferase reporter, HEK293T, luminescence | 370,000 tested, 0.7% active | HEK293T NGFI-A luciferase reporter | inhibition, % at 8.6 µM | AID 686940, 2013 | COUP transcription factor 2 (Homo sapiens), P24468;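 active means inhibition above a per-plate cutoff, mean inhibition of test wells between control levels plus 3 SD, cut at about 38% in these data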;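 further: cells cotransfected with COUP-TFII expression vector driving the NGFI-A reporter; 0% = median of COUP-TF2 test wells and 100% = reporter-only cells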
Target sequence (P24468 whole entry, looked up): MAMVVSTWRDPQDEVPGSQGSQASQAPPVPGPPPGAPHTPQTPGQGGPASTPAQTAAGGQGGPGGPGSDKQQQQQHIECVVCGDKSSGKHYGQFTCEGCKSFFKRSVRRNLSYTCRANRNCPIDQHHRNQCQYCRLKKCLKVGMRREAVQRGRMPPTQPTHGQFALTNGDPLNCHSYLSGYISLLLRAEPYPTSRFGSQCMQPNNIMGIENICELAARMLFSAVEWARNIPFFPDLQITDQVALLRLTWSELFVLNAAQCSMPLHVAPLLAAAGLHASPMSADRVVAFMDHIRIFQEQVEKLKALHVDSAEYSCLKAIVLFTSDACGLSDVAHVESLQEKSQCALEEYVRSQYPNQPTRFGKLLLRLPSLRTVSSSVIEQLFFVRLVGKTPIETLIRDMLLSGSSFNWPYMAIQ
* marks the source's active call; other numbers are inactive results; nt = not tested or not shown. These rows are one share of the data (hit frequency here may not be typical).

Sequence of screens – NCOA1 inh	TRAIL sens C8	EBV LMP1 NFkB	TROY signal inh	SRC3 inh	TWEAK Fn14 block	NR5A2 inv ag	TLR9-MyD88 block	NCOA2 inhibitor	COUP-TFII inh	NOD2 RIPK2 PPI
(1) CN(CC(=O)O)Cc1oc(CO)cc(=O)c1O
    -19	-9	6	-13	-9	21	15	1	6	-2	1
(2) O=C(N[C@@H](Cc1ccccc1)C(=O)N[C@@H](Cc1ccccc1)C(=O)O)OCc1ccccc1
    8	8	0	6	-8	5	-12	-4	-7	9	-11
(3) CNC(=O)COC(=O)/C=C/c1cn(-c2ccccc2)nc1-c1ccc(C)o1
    -16	-11	3	12	1	-5	-2	4	-22	-4	-1
(4) Cc1ccccc1NC(=O)Cc1ccccc1
    -6	-10	0	9	1	-3	5	-3	-8	8	-5
(5) COc1ccc(Nc2cc(C)nc(NCc3ccccc3)n2)cc1
    31	-6	8	-24	30	-6	28	nt	10	18	-1
(6) Cc1ccc2nc(NCCCO)nc(-c3ccccc3)c2c1
    -5	48	10	-28	19	3	-1	14	3	-3	7
(7) O=C(NC1CCCC1)c1ccc(COCC(F)(F)F)o1
    13	-5	-1	2	-7	1	14	2	-2	-5	-5
(8) O=C(OCC(=O)N1CCCC1)c1cc(Cl)ccc1Cl
    -9	13	1	-3	6	38	0	-1	-5	5	9
(9) Cc1ccc(NC(=O)COC(=O)Cn2nc(C)c([N+](=O)[O-])c2C)c([N+](=O)[O-])c1
    -10	13	-1	7	20	1	11	0	-30	4	-7
(10) COC(=O)c1sc(C(F)(F)F)c(-c2ccccc2)c1S(=O)(=O)N(C)C
    nt	-2	2	-5	nt	-21	nt	-13	17	11	nt
(11) CCN(C[C@H]1N[C@@](C)(C(=O)OC)[C@H]2C(=O)N(C)C(=O)[C@@H]12)C(=O)Nc1ccc(C(F)(F)F)cc1
    -3	-8	-5	-1	9	-7	11	13	-3	0	-4
(12) O=S(=O)(NC1CCCC1)c1ccc(S(=O)(=O)N2CCN(c3ccccc3)CC2)cc1
    -21	-7	-1	-3	-7	-9	10	-9	3	-13	-4
(13) COc1ccc(-n2c(O)c(Cc3ccccc3)c(=O)n3nc(-c4ccccc4)c(=O)cc23)cc1
    -48	-3	-2	-21	-15	2	-60	-5	-24	7	1
(14) COc1ccccc1C(=O)NC(CCSC)C(=O)OCC(=O)c1ccc[nH]1 (stereo not drawn)
    5	-4	-8	6	9	-11	3	5	-9	1	-9
(15) O=C1CCCC2=C1C(c1ccccc1)n1c(s/c(=C/c3cccc(F)c3)c1=O)=N2 (stereo not drawn)
    -8	-3	4	-36	1	19	-17	-1	3	6	-5
(16) COC(=O)c1ccn(CSc2c(F)c(F)cc(F)c2F)n1
    2	-24	-7	-1	15	-10	-7	-13	-6	-1	1
(17) CC(=O)c1cccc(-c2ccnc3c2CC(C(=O)NCCc2ccccc2)O3)c1 (stereo not drawn)
    -13	-13	nt	6	7	24	-21	nt	-7	-14	-11
(18) COc1cccc(NC(=O)c2nc3nc(C)cc(C(F)F)n3n2)c1
    -5	2	2	-6	10	-26	-34	-9	-10	-5	-1
(19) COc1cccc(S(=O)(=O)N(C)C[C@H]2Oc3cc(Br)ccc3S(=O)(=O)N([C@@H](C)CO)C[C@H]2C)c1
    -2	-8	-14	1	-5	10	5	2	-5	-3	0
(20) CC(C)Cc1nc2sc3c(c2c(=O)n1N)CC(C)(C)OC3
    -43	2	4	7	-2	-6	8	8	-32	-6	11
(21) O=C1[C@H]2[C@@H]3CCN1CCC[C@@H]2C=C[C@@H]3c1ccc(Br)cc1
    nt	-16	nt	19	nt	0	6	nt	27	7	-4
(22) COc1cc(O)c(C(CCN2CCCC(C)C2)c2cc(OC)c(OC)c(OC)c2)c(OC)c1 (stereo not drawn)
    -11	-8	-9	6	-31	11	-10	-9	-1	10	-3
(23) O=C(NCc1ccncc1)NC1CCCCC1
    -9	-4	-5	-13	3	4	-14	-3	16	10	7
(24) COc1ccccc1C(=O)N1CCN(c2nc3cc(C)c(C)cc3cc2C#N)CC1
    8	2	13	-34	6	-4	8	-1	22	33	3
(25) CC(=O)Nc1ccc(S(=O)(=O)N2CCC(N3CCCC3)CC2)cc1
    -42	-13	-5	-17	-6	9	-22	2	-16	1	-3
(26) Cc1nnsc1C(=O)NC1CCCc2c1cnn2-c1ccc(F)cc1F (stereo not drawn)
    14	9	27	15	12	20	49	0	4	64*	-3
(27) Cc1ccsc1/C=N/NC(=O)Cc1ccc(Cl)cc1
    2	3	-4	-1	7	90*	3	1	-21	26	-9
(28) COc1ccc(/C=N/NC(=O)CCn2cnc(-c3ccccc3)c2-c2ccccc2)cc1
    -11	-7	18	28	-1	33	21	4	10	-62	10
(29) Cc1ccc(C(=O)/C=C/NNC(=O)c2ccccc2O)cc1
    -19	1	-10	-29	-32	0	-17	-14	14	4	-2
(30) NNc1nc2c(-c3cccc(C(F)(F)F)c3)nnn2c2ccccc12
    -2	21	-10	13	-27	-9	4	4	-41	-13	-7
(31) CC(=O)c1ccc2c(c1)c1ccccc1n2CC(C)C
    -5	-6	10	-10	8	13	-3	-12	-1	-8	9
(32) CC(C)C(=O)N1CCN(c2nc(-c3ccc(Cl)cc3)cs2)CC1
    -4	4	10	20	12	-15	-16	-11	17	7	-15
(33) Cc1cc(C(=O)O)cc(S(=O)(=O)N2CCOCC2)c1C
    -28	-15	9	16	4	-12	8	-10	-13	-2	-11
(34) Cc1ccc(-c2cc(C(=O)OCC(=O)NC3CC3)c3ccccc3n2)cc1
    -17	46	1	-31	6	-11	-11	1	-19	1	2
(35) COc1ccc(NC(=O)N2CCCC(c3nc(-c4ccc(OC)cc4)no3)C2)cc1 (stereo not drawn)
    -60	-1	9	33	-24	36	-135	-6	-41	-7	0
(36) CC(C)CC(NC(=O)OC(C)(C)C)c1cn([C@@H](Cc2ccc(O)cc2)C(=O)N2CCN(C(=O)OC(C)(C)C)CC2)nn1 (stereo partly drawn)
    2	-1	-1	6	5	-2	6	-1	-1	19	0
(37) O=c1c2cccnc2[nH]c(=S)n1CCCN1CCN(c2ccc(F)cc2)CC1
    10	13	0	10	7	-21	-2	-3	-16	10	0
(38) CC(C)(C)c1ccc(C(=O)O[C@H]2[C@H](Cc3ccccc3)NS(=O)(=O)[C@H]3C[C@@H]4C=C[C@]23O4)cc1
    -1	15	17	9	24	26	1	-8	20	-2	3
(39) CC(C)Sc1nnc(-c2ccc(S(=O)(=O)N3CCOCC3)cc2)n1C
    2	-16	6	-9	-24	24	-5	-9	4	3	7
(40) COc1ccc(N(CC(=O)NCCc2ccccc2)C(=O)c2csnn2)cc1
    -10	-3	-5	-2	-3	7	-7	-2	-41	3	-19
(41) O=C(COC(=O)c1cccnc1Cl)NCCCc1ccccc1
    -1	7	-5	8	-19	5	10	3	-3	-2	1
(42) COc1ccc(CN2CCC(n3nccc3NC(=O)C3CC3)CC2)c(Cl)c1OC
    10	7	6	1	9	-24	-6	3	5	13	-5
(43) Cc1ccc(C)c(OCc2cc(C(=O)N3C[C@@H](C)O[C@@H](C)C3)no2)c1
    -96	-8	-26	-39	-44	-25	-84	-4	-31	-13	-16
(44) CCn1nc(NS(=O)(=O)c2ccccc2)c2cc3ccccc3nc21
    -1	-5	1	3	8	4	-9	-4	-26	7	-15
(45) Cc1ccccc1S(=O)(=O)Cc1ccc(C(=O)NCc2cccs2)o1
    -18	0	25	5	14	0	-7	-1	21	-13	-10
(46) CCOc1ccc(-n2c(=O)c3c(C)c(C)sc3n(CC(=O)NCc3ccco3)c2=O)cc1
    6	-29	4	-6	14	-9	4	-3	nt	nt	-3
(47) CC1(C)CC(=O)C(N=Nc2cccnc2)=C(O)C1
    9	5	2	6	-2	-14	11	3	9	5	0
(48) O=C(Cc1ccc(-c2ccccc2)cc1)NC(c1ccccc1)c1ccccc1
    -12	9	-18	-2	12	4	-13	2	1	-11	11
(49) Cc1cccc(N/C(N)=N/c2nc(C)cc(C)n2)c1
    14	-3	-3	-5	14	-18	16	-5	-17	11	2
(50) CCc1ccc(NC(=O)CSc2ccc(-c3ccco3)nn2)cc1
    -3	20	3	15	0	-4	-2	-4	-31	3	0

(more compounds)
Sequence of screens – NCOA1 inh	TRAIL sens C8	EBV LMP1 NFkB	TROY signal inh	SRC3 inh	TWEAK Fn14 block	NR5A2 inv ag	TLR9-MyD88 block	NCOA2 inhibitor	COUP-TFII inh	NOD2 RIPK2 PPI
(51) CCC1(CC)NC(=O)N(CC(=O)OCC(=O)Nc2ccc(C(F)(F)F)cc2)C1=O
    2	-9	5	-3	9	-7	-10	-1	-31	1	-3
(52) COc1ccc(OCc2cc(C(=O)NC(C)Cc3cccnc3)no2)c(Cl)c1 (stereo not drawn)
    -20	14	-14	-14	-18	12	-10	-16	-49	-17	8
(53) O=C(Nc1c(-c2ccccc2)[nH][nH]c1=O)c1ccco1
    8	0	nt	-13	7	-9	7	nt	12	13	-6
(54) C[n+]1cc[nH]c1SCC(=O)c1ccccc1
    -64	8	-5	-65	-78	0	-61	0	-72	-21	2
(55) CCOc1cccc(/C=N/NS(=O)(=O)c2ccc(C)c([N+](=O)[O-])c2)c1O
    -13	0	1	4	-5	11	-15	8	0	-13	-3
(56) CC(C)c1ccc(NC(=O)COc2ccc(F)cc2C(=O)c2cnn(-c3ccccc3)c2)cc1
    -119	-8	-112	10	-105	25	-83	0	-95	-34	3
(57) O=C(NCc1cccs1)c1cc(-c2ccccn2)nc2ccc(Br)cc12
    16	-10	-1	-12	23	11	12	8	20	-18	-9
(58) Cc1nc(NC(=O)CSc2nncs2)c(Cl)cc1Cl
    1	1	-7	-7	4	-1	1	-2	-11	6	-12
(59) CC(C)(C)C(c1nc2ccccc2[nH]1)n1c(-c2ccco2)nc2ccccc21 (stereo not drawn)
    nt	2	nt	nt	nt	nt	7	nt	1	11	-4
(60) CC(=O)c1cccc(NC(=O)c2ccc3c(Cl)c4c(nc3c2)CCCC4)c1
    -15	15	-6	-23	4	19	9	-8	-21	-3	-11
(61) CCn1cc(CCCC(=O)NCc2ccc(OC)cc2)c2ccccc21
    -10	5	14	20	-9	-5	-6	8	-38	-13	-4
(62) COc1ccc(S(=O)(=O)Nc2ccc3c(c2)C(=O)N([C@H](C)CO)C[C@@H](C)[C@@H](CN(C)S(=O)(=O)c2ccc(Cl)cc2)O3)cc1
    -12	4	1	12	28	-6	21	3	-35	0	-6
(63) C=C(C)CNC(=S)NNC(=O)CCn1c2cc(Cl)ccc2c2ccc(Cl)cc21
    -1	-8	-2	13	3	12	-5	8	8	8	-6
(64) CCN(CC)C(=O)Cn1cc(C(=O)C(=O)NCC2COc3ccccc3O2)c2ccccc21 (stereo not drawn)
    7	-6	6	-13	12	-10	0	-1	-1	-11	2
